Screening results from PubChem BioAssay.
ASAP1 inh: inhibitors of human ASAP1 ArfGAP activity; ASAP1-stimulated ARF1 GTP hydrolysis, GDP FP detection; inhibition, % at 16.5 µM; 360,000 compounds, 0.19% hits; AID 624377; in the data active = inhibition above about 25%;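 note: 0% = vehicle with enzyme and substrate and 100% = no enzyme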
SMARCA2 activ: SMARCA2 function activation, primary screen; MG213 cells, MMTV-luciferase reporter, dexamethasone, overnight; activation, % at 9.1 µM; 370,000 compounds, 1% hits; AID 652017; in the data active = activation above about 7.8%;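 note: 0% = vehicle wells and 100% = reference activator wells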
ABHD4 inh: ABHD4 (mouse) inhibition, primary FP screen. Q8VD66. purified mABHD4, FP-Rh probe fluorescence polarization. inhibition, % at 8.92 µM. 370,000 compounds, 0.54% hits;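 active = inhibition exceeding the mean over every tested compound plus 3 SD, cut at about 30% in these data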;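 note: 0% = plate median of compound wells and 100% = S159A mutant with DMSO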
Target sequence (Q8VD66 whole entry, looked up): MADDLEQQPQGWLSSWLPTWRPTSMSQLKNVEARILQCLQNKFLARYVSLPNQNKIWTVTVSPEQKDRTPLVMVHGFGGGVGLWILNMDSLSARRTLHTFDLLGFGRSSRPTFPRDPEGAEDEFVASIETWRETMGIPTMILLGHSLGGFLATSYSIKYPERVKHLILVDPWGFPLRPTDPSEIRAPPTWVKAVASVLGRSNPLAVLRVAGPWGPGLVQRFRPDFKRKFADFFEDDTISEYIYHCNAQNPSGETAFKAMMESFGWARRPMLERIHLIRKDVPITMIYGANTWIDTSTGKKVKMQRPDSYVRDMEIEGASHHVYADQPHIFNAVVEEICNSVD
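System: mouse ABHD4 enzyme, wild type / Medium: HEPES pH 7.0, NaCl, Pluronic buffer / Reagent: FP-Rh activity-based fluorescent probe / Control set: S159A mutant high control, sample median low control / Detection: fluorescence polarization with parallel and perpendicular emission, 525/598 nm / Schedule: 45 min + 60 min at 25 °C / Compound dosing: 8.92 µM, single dose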
ARFGAP1 inh: rat ARFGAP1 inhibition; Q62848; Arfgap1-stimulated ARF1 GTP hydrolysis, GDP FP detection; AID 651572; 360,000 compounds, 0.26% hits; inhibition, % at 16.5 µM;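 active = inhibition above a per-plate limit, mean inhibition of low control wells plus 3 SD, cut at about 25% in these data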;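 note: 0% = DMSO wells with enzyme and 100% = wells lacking Arfgap1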
Target sequence (Q62848 1-136 limits assumed): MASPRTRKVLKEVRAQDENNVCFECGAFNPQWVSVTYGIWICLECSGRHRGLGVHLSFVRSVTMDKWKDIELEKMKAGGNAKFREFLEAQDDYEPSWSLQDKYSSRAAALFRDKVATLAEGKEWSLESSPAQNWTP
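Material – truncated rat Arfgap1 GAP domain · Buffer or medium – HEPES-based buffer, pH 7.5 · Reagent – human ARF1(Δ1-17)-GTP substrate · Dosing – 16.5 µM single point, 1.26% DMSO · Schedule – GTP hydrolysis reaction 2 h at 25 °C · Technique – GDP detection by fluorescence polarization · Benchmarks – No-Arfgap1 wells (100%) versus DMSO full-reaction wells (0%) · Repeats – single replicate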
HTRA1 inh: HTRA1 (human) protease inhibition | Q92743 | recombinant HTRA1, FP-rhodamine activity-based probe, fluorescence polarization | inhibition, % at 5.96 µM | 340,000 compounds, 0.5% hits | AID 504803; in the data active = inhibition above about 36%;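 note: 0% = enzyme with DMSO and 100% = wells lacking enzyme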
Target sequence (Q92743 whole entry, looked up): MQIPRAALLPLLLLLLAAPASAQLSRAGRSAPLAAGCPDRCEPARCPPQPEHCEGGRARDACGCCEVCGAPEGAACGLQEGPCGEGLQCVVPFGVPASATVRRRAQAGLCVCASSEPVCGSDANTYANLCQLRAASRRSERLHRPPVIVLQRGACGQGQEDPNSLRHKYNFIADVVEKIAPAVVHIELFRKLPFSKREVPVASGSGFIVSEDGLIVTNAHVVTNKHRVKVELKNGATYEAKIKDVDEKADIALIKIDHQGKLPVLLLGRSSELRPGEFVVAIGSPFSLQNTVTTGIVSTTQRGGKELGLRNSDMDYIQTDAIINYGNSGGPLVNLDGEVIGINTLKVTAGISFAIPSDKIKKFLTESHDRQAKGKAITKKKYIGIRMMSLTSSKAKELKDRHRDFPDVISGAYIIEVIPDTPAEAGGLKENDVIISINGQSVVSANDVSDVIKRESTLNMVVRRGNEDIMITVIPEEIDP
GC-A act: GC-A (human) enzyme activation. HEK293 GC-A cells, cGMP TR-FRET, EC30 ANP; 0% at EC30 ANP, 100% saturating ANP. activation, % at 10 µM. 370,000 compounds, 0.14% hits; in the data active = activation above about 40%
PG9 Ab binder: binds the HIV-1 gp120 antibody PG9; AID 624416; 360,000 compounds, 0.43% hits; inhibition, % at 6.7 µM; TR-FRET gp120-PG9 antibody binding; in the data active = inhibition above about 8.5%
rCAG binder: molecules binding r(CAG) RNA repeats. r(CAG) RNA repeat, TO-PRO-1 dye displacement fluorescence. inhibition, % at 3 µM. 370,000 compounds, 1.3% hits;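 active = inhibition above the plate cutoff, the mean of all test compounds on that plate plus 3 SD, cut at about 35% in these data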;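 note: 0% = DMSO alone and 100% = 100 µM mitoxantrone as full dye displacement; higher means more dye released from RNA so lower well fluorescence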
NPR2 activator: GC-B (human) receptor activation | activation, % at 10 µM | AID 1920062 | P20594 | 370,000 compounds, 0.11% hits | HEK293-GC-B cells, CNP EC30, cGMP TR-FRET; 0% at EC30 CNP, 100% saturating CNP;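 active = activation at 10 µM reaching about 35% in either raw or pattern-adjusted values, limit read from the data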
Rev-erbA mod: modulators of human Rev-erb alpha DNA binding. 370,000 compounds, 0.79% hits. activity, % at 10 µM. Rev-erbα–FITC-DNA binding, fluorescence polarization, 90 min;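 active = activity above about 14%, limit read from the data; passing the limit was not always enough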;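 note: 0% = DMSO wells with 35 nM protein and 100% = DMSO wells with 750 nM protein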
Active calls of the source: *; x = no result given; & = joins results of further samples. No enrichment for hits, and some 4.4% of all compounds hit somewhere here.

Molecule | ASAP1 inh | SMARCA2 activ | ABHD4 inh | ARFGAP1 inh | HTRA1 inh | GC-A act | PG9 Ab binder | rCAG binder | NPR2 activator | Rev-erbA mod
CCCCNc1c(-c2ccc(SC(C)CC)cc2)nc2ccccn12 (configuration not stated) | 10&4 | 1&1 | 40* | 0&4 | -1 | 11&5 | 2.8&2.8 | -7&2 | 2&-5 | 14&-3
Cc1cccc(/C=C2/C(=O)/C(=C/c3ccccc3C)C3CCC2N3C)c1 (configuration not stated) | -11 | 3 | 2 | 6 | 3 | -4 | 1.0 | 2 | -2 | 7
CCOC(=O)c1sc2nccc(N(C)C)c2c1N=CNOCc1ccccc1 | 3 | 0 | -6 | 5 | -52 | -26 | 1.0 | -4 | -16 | -1
C=CCN1C(=O)CS/C1=N\N=C\c1cccc([N+](=O)[O-])c1 | 6 | 2 | 1 | 5 | 5 | -1 | -3.1 | 5 | 1 | -5
CCCn1c(SCC(=O)NC23CC4CC(CC(C4)C2)C3)n[nH]c1=O | -15 | 1 | -1 | -4 | 3 | -1 | -1.2 | -9 | -3 | 0
CC1CCc2c(sc3nc(CSc4n[nH]c(N)n4)[nH]c(=O)c23)C1 (configuration not stated) | -4 | 3 | -4 | -10 | -12 | 1 | -2.2 | 14 | -4 | 0
O=C(Nc1nc(-c2ccccc2)cs1)c1ccccc1NS(=O)(=O)c1ccc(F)cc1 | 7 | -8 | -57 | -3 | -90 | 12 | -4.1 | 89* | -3 | -3
COc1ccc(NC(=O)/C=C/c2ccc(C)o2)cc1S(=O)(=O)N1CCOCC1 | 2 | -4 | -4 | -1 | -6 | -2 | -0.7 | 24 | 5 | 3

(list continues)
Molecule | ASAP1 inh | SMARCA2 activ | ABHD4 inh | ARFGAP1 inh | HTRA1 inh | GC-A act | PG9 Ab binder | rCAG binder | NPR2 activator | Rev-erbA mod
CCc1ccccc1NC(=S)N(Cc1ccc(OC)cc1)CC1CCC(C(=O)O)CC1 (configuration not stated) | 5 | -2 | 2 | 1 | -13 | 2 | -0.8 | 1 | -4 | -5
O=C(Nc1cccc(C(=O)O)c1)/C(=C\c1ccccc1)NC(=O)c1ccco1 | -6 | 0 | 7 | -8 | 5 | 1 | 0.3 | 1 | 1 | -1
Cc1nc(CS(=O)c2ccccc2)cc(N2CCOCC2)n1 (configuration not stated) | -10 | 3 | -2 | -6 | 8 | 3 | -2.0 | -4 | 11 | -3
Cn1c(=O)c2cc(NC(=O)Nc3cccnc3)ccc2n1Cc1cccc(C(F)(F)F)c1 | 15 | -4 | 12 | 6 | x | 2 | -0.7 | 4 | -2 | 4
Cc1ccc(CSCC(Nc2ccc(C(=O)O)cc2[N+](=O)[O-])C(=O)O)cc1 (configuration not stated) | -19 | 9.0* | 6 | -17 | 9 | 3 | -1.7 | 7 | 4 | 1
Cn1cnnc1SCC(=O)Nc1sc2c(c1C#N)CCCCC2 | -1 | -1 | 4 | -4 | 5 | 1 | -0.1 | 3 | -3 | -8
CCCC/C(C)=N/NC(=O)Nc1ccccc1 | -5 | 4 | -9 | 0 | -6 | 4 | -1.6 | 2 | 1 | -1
CCCN(Cc1cc2ccccc2[nH]c1=O)C(=O)c1cccc([N+](=O)[O-])c1 | 0 | -2 | -1 | -4 | -3 | -3 | 1.0 | -1 | 0 | 0

Further results.
Molecule | ASAP1 inh | SMARCA2 activ | ABHD4 inh | ARFGAP1 inh | HTRA1 inh | GC-A act | PG9 Ab binder | rCAG binder | NPR2 activator | Rev-erbA mod
Cc1ccc(-n2[nH]c(C)c(/C=N/Nc3ccc([N+](=O)[O-])cc3[N+](=O)[O-])c2=O)cc1C | -5 | -2 | 21 | -6 | 13 | -9 | -2.5 | 14 | 1 | 8
Cc1ccc2nc(N3CCN(CCO)CC3)nc(-c3ccccc3)c2c1 | -7 | -1 | 11 | 1 | 1 | -4 | -2.0 | -6 | 3 | 4
Cc1ccc(N/C=C(/C#N)c2ccsc2)cc1 | 11 | 5 | 5 | -2 | -12 | -2 | -2.8 | 5 | -7 | -2
Cc1ccc(CCNC(=O)CS(=O)Cc2nc(-c3cccc(C)c3)oc2C)cc1 (configuration not stated) | -6 | -4 | 2 | 3 | -13 | -5 | -1.4 | 2 | -1 | -5
CCN(CC)S(=O)(=O)c1ccc2c(c1)N(CC(=O)Nc1cccnc1Cl)C(=O)CO2 | 20 | 2 | -8 | -6 | 6 | -1 | -0.8 | -3 | 6 | 1
CCN1CCN(C(=O)c2ccc3c(c2)N(Cc2ccccc2F)C(=O)c2ccccc2S3(=O)=O)CC1 | -5 | 0 | -12 | 20 | -6 | -4 | 0.3 | -2 | 0 | -6
COc1ccc(/C=N/NC(=O)c2cc(C34CC5CC(CC(C5)C3)C4)[nH]n2)cc1OC | 4 | 0 | -7 | 11 | -70 | 0 | 1.7 | 5 | 0 | -3
CC(=O)c1ccc(NC(=O)CCSCCC(=O)Nc2ccc(C(C)=O)cc2)cc1 | 7 | 0 | 2 | 2 | 1 | 3 | -2.0 | 4 | -4 | 2

(cont.)
Molecule | ASAP1 inh | SMARCA2 activ | ABHD4 inh | ARFGAP1 inh | HTRA1 inh | GC-A act | PG9 Ab binder | rCAG binder | NPR2 activator | Rev-erbA mod
O=C(COC(=O)CNC(=O)c1ccccc1F)Nc1ncc(Cl)cc1Cl | -13 | -3 | 6 | -3 | 3 | -2 | -0.1 | 10 | -4 | -6
Clc1ccc(-c2nc(-c3ccccn3)no2)cc1Cl | 10 | 2 | -2 | -1 | -6 | 1 | 0.0 | 4 | -5 | -2
O=C(CCN1CCOCC1)N/N=C/c1cc(Br)cc(Br)c1O | -8 | -1 | 15 | -12 | 13 | 3 | -0.2 | 13 | -3 | 0
CCNc1nc(NCC)n2c(SCC(=O)Nc3ccc(Br)cc3F)nnc2n1 | -6 | 0 | 1 | -2 | -6 | -8 | 1.4 | -4 | -6 | 4
CCOc1cc(/C=N/NC(=O)CSc2nncn2C)ccc1OCc1ccccc1 | -7 | -3 | -2 | 4 | 4 | 1 | -2.4 | -4 | 0 | -2
CCCCOc1ccc(C(=O)NNC(=O)C2C3CCC(C3)C2C(=O)O)cc1 (configuration not stated) | 0 | -1 | -4 | 9 | -23 | 3 | -1.4 | 2 | 4 | -2
O=C(Nc1ccc(Br)cc1)Nc1cnccn1 | -5 | 4 | 0 | -5 | -9 | 1 | -2.2 | 4 | 1 | 3
CN(C)C(=O)c1cc(C(=O)c2ccccc2Br)c[nH]1 | -7 | -3 | -13 | -12 | 3 | 4 | -2.8 | 9 | 2 | 8

More records.
SMILES	ASAP1 inh	SMARCA2 activ	ABHD4 inh	ARFGAP1 inh	HTRA1 inh	GC-A act	PG9 Ab binder	rCAG binder	NPR2 activator	Rev-erbA mod
COc1cccc(C2CC(c3cccs3)=NN2S(C)(=O)=O)c1OC (configuration not stated)	-14	-6	1	-6	5	0	0.8	-2	3	7
CN(C)/C(=N\S(=O)(=O)c1ccc(Cl)cc1)c1ccc(F)cc1	-4	-1	5	5	3	2	1.1	2	0	-1
Cc1c(C=O)c(=O)n(-c2ccccc2)n1C	-7	2	-1	-2	1	3	-4.0	-1	0	-3
CCCCN(CCCC)c1cc(C)nc(-c2ccccc2O)n1	-6	2	-3	1	0	-1	0.7	3	1	4
Fc1ccccc1CNC(=S)Nc1cccc(C(F)(F)F)c1	6	-3	-21	16	-24	3	-0.3	2	3	8
COc1ccc(C2=C(C)CC(C)(C)NC2=O)cc1OC	7	4	7	-3	-3	-1	0.4	-1	-2	-2
O=C(O)c1cccc(CN2C(=O)SC(Nc3ccccc3)C2=O)c1 (configuration not stated)	-13	-1	-24	-1	-2	2	2.9	2	2	5
Cc1sc2nc(SCc3ccccc3)n(Cc3ccco3)c(=O)c2c1C	-1	0	-4	6	0	-1	3.1	5	1	4
O=C1C2CCCN2C(=S)N1C1CCCCC1 (configuration not stated)	5	3	6	3	0	3	-1.2	-5	2	-2
Cc1cccc(NS(=O)(=O)c2ccc(Cl)cc2)n1	-3	-2	-5	2	-13	0	0.3	-2	1	-6
O=C(NC(=S)Nc1ccccc1N1CCCCC1)c1ccc(F)cc1	1	0	4	3	-17	5	-3.7	0	-1	5
Cc1ccc(C)c(S(=O)(=O)N2CCN(C(=O)CCCc3c[nH]c4ccccc34)CC2)c1	3	-2	-2	-5	-15	-6	0.1	-3	-4	3
Cc1cccc(C)c1NC(=O)NC1(C(=O)N2CCOCC2)CCCCC1	-1	-1	1	5	5	3	0.4	-2	-2	3
CS(=O)(=O)NCCOc1ccc(S(=O)(=O)N2CCCc3ccccc32)cc1	2	0	-1	-3	-4	3	-0.4	2	3	0
COc1ccc(N2CCN(C(=O)c3cc(=O)c4cc(C)cc(C)c4o3)CC2)cc1	1	1	0	13	4	4	2.2	-2	2	1
CN(C)S(=O)(=O)N1CCC(Oc2ccc(C(=O)N3CCCCCC3)cc2)CC1	-4	-5	5	-8	2	-3	0.8	0	5	11
CC(NS(=O)(=O)CCNC(=O)c1ccccc1)c1ccccc1 (configuration not stated)	-3	-1	0	5	-1	1	-0.5	1	2	8

Part of the list above, showing only NPR2 activator and ARFGAP1 inh:
canonical_smiles | NPR2 activator | ARFGAP1 inh
Fc1ccccc1CNC(=S)Nc1cccc(C(F)(F)F)c1 | 3 | 16
COc1ccc(C2=C(C)CC(C)(C)NC2=O)cc1OC | -2 | -3
O=C(O)c1cccc(CN2C(=O)SC(Nc3ccccc3)C2=O)c1 (configuration not stated) | 2 | -1
Cc1sc2nc(SCc3ccccc3)n(Cc3ccco3)c(=O)c2c1C | 1 | 6

Entries of single compounds from above. Order of values: ASAP1 inh, SMARCA2 activ, ABHD4 inh, ARFGAP1 inh, HTRA1 inh, GC-A act, PG9 Ab binder, rCAG binder, NPR2 activator, Rev-erbA mod
`COc1cccc(C2CC(c3cccs3)=NN2S(C)(=O)=O)c1OC` (configuration not stated) is listed as -14, -6, 1, -6, 5, 0, 0.8, -2, 3, 7
`Cc1cccc(NS(=O)(=O)c2ccc(Cl)cc2)n1` is listed as -3, -2, -5, 2, -13, 0, 0.3, -2, 1, -6
